HTR5A ag ctr: counter-screen for OPRM1-OPRD1 agonists: human HTR5A agonism. P47898. HTR5A agonist assay, luminescence, cell-based. activation, % at 9.3 µM. 340,000 compounds, 0.61% hits. AID 504692; in the data active = activation mostly above about 9.5%, no sharp cut-off; inactive = mostly below about 7.6%;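 also: 0% = cells with vehicle only and 100% = reference agonist; strong numbers were not always called active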
Target sequence (P47898 whole entry, looked up): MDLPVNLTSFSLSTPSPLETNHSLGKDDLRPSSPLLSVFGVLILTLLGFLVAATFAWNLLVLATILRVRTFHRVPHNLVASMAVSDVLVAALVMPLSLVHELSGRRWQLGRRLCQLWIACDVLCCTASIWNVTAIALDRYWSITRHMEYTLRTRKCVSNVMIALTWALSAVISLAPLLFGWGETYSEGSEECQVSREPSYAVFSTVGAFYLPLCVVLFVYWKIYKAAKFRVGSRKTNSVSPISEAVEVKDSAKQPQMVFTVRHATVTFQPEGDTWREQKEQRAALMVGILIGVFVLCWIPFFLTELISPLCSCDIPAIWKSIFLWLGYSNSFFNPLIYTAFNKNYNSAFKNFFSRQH
V-ATPase pHluor: yeast V-ATPase proton transport regulation by pHLuorin. AID 504577. 350,000 compounds, 0.37% hits. response, % at 10 µM. S. cerevisiae, pHLuorin cytosolic pH fluorescence; in the data active = response mostly above about 7.3%, no sharp cut-off; inactive = mostly below about 5.4%; also: actives read high; inactives centre near 0; some compounds called inactive have numbers as strong as hits; reference of the scale not given here
HTR5A inv ctr: HTR5A inverse agonism, opioid heterodimer counter-screen | P47898 | HTR5A cell line, luminescence | inhibition, % at 9.3 µM | 340,000 compounds, 0.083% hits; in the data active = inhibition mostly above about 23%, no sharp cut-off; inactive = mostly below about 18%;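 also: 0% = cells with DMSO and 100% = no-cell wells with DMSO; some compounds called inactive have numbers as strong as hits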
PKA-R1A act: activates the PKA-R1A holoenzyme complex | 340,000 compounds, 0.083% hits | activation, % at 11.4 µM | P00514+P68181 | AID 504707 | PKA-R1A dissociation, Cy5-IP20 fluorescence polarization; scaled: DMSO 0%, 113 µM cGMP 100%;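 active = percent activation above the mean of all tested compounds plus 3 SD, cut at about 19% in these data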;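 also: higher means more PKAc released from R1A so a rise in polarization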
DAGLB inhibitor: blocks human DAGLB lipase activity | Q8NCG7 | HEK293T DAGLB membrane lysate, EnzChek fluorogenic substrate | inhibition, % at 5.17 µM | 340,000 compounds, 0.059% hits | AID 504411; in the data active = inhibition above about 34%;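 also: 0% = enzyme with vehicle and 100% = wells lacking enzyme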
PKA-R2B activ: PKA-R2B complex activation; 340,000 compounds, 0.079% hits; PKA-R2B holoenzyme dissociation, Cy5-IP20 fluorescence polarization; R2B truncated from residue 108, S112A mutant; 0% DMSO only, 100% 113 µM cGMP; activation, % at 11.4 µM; P22694+P31323; AID 504700;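 active = activation above a cutoff set at the mean over all compounds plus 3 SD, cut at about 18% in these data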;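 also: higher means more holoenzyme dissociation and a rise in polarization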
Target sequence (P31323 whole entry, looked up, other chains not shown, the tested form may be a part): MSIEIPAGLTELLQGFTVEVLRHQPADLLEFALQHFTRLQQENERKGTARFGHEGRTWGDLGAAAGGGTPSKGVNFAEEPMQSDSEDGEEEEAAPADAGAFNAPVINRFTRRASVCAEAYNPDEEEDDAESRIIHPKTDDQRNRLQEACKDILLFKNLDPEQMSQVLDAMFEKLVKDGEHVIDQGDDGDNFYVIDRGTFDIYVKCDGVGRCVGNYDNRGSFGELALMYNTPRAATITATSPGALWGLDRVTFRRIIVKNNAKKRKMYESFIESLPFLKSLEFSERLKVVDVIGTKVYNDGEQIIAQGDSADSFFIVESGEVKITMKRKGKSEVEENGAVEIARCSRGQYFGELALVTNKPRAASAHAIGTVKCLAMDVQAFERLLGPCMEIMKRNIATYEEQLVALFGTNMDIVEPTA
MOR-DOR inv ag: mu-delta opioid heterodimer inverse agonism; P35372+P41143; cell-based MOR-DOR heterodimer luminescence; inhibition, % at 9.3 µM; 340,000 compounds, 0.21% hits; AID 504357; in the data active = inhibition above about 22%, passing the limit was not always enough;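 also: 0% = cells with DMSO and 100% = wells without cells with DMSO; values of inactives mirror those of a sister screen read the other way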
Arr AP2 block: inhibitors of human beta-arrestin and AP2 interaction | inhibition, % at 10 µM | 340,000 compounds, 0.31% hits | AID 504490 | FITC-arrestin peptide / GST-AP2 beads, flow cytometry; AP2 beta2 appendage carries R879A mutation;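 active = inhibition above a set limit, near 3 SD of compounds lacking own fluorescence, cut at about 54% in these data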;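 also: plate controls were DMSO wells for no effect and 5 µM unlabelled arrestin peptide for full effect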
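Assay system: GST-AP2 R879A bound to glutathione beads, E. coli-expressed; Medium: PBS with 0.05% Tween 20 and 0.1% BSA; Also added: fluorescein-tagged arrestin peptide at 50 nM final; Timing: 12 min plus 1 h, RT; Measured by: flow cytometry, FL1 (488/535 nm); Evaluation: percent drop in bead-associated FITC signal.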
Pemphigus Ab inh: inhibitors of pemphigus antibody binding to human desmoglein-3; DSG3-coupled beads, scFv-anti-DSG3-GFP binding, flow cytometry; stronger effect = lower value; binding (percent of control), % at 10 µM; 310,000 compounds, 0.48% hits; AID 588358;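 active = binding more than 3 SD below its plate's average and above zero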; also: some compounds called inactive have numbers as strong as hits
OPRM1-OPRD1 ag: agonists of human mu-delta opioid receptor heterodimerization; activation, % at 9.3 µM; cells, OPRM1-OPRD1 heterodimerization, luminescence; 340,000 compounds, 0.3% hits; AID 504326; in the data active = activation above about 18%;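 also: 0% = vehicle-treated cells and 100% = reference agonist; values of inactives mirror those of a sister screen read the other way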
Numbers without * were called inactive; / = no result given. Compounds were not picked by outcome. Share with any hit: about 2.4%.

Order of results – HTR5A ag ctr	V-ATPase pHluor	HTR5A inv ctr	PKA-R1A act	DAGLB inhibitor	PKA-R2B activ	MOR-DOR inv ag	Arr AP2 block	Pemphigus Ab inh	OPRM1-OPRD1 ag
Cc1cc(NC(=O)CCN2C(=O)C3C4C=CC(C4)C3C2=O)ccc1Br (stereo not drawn)
  -1	2	2	-6	-2	-14	10	29	95	-2.1
Cn1c(N/N=C\c2cccc(O)c2)cc(=O)n(C)c1=O
  -2	0	7	-7	1	-8	13	25	105	-2.4
CC(=O)NC12CC3CC(C1)CC(C(=O)NCC(=O)Nc1c(C)cc(C)cc1C)(C3)C2
  0	0	-1	-16	-6	-8	10	9	87	-2.4
Cc1ccccc1Nc1scc(-c2ccc(Br)cc2)[n+]1-c1ccccc1C
  -2	-2	6	-11	-10	-13	-8	-3	93	1.2
CN(C)S(=O)(=O)c1cccc(C(=O)NCC2CCCCC2)c1
  -1	-2	4	-1	1	2	-2	4	/	0.3
O=C(NC(=S)NC(CO)c1ccccc1)c1ccc(F)cc1 (stereo not drawn)
  -1	-6	5	3	-3	-6	5	30	102	-1.0
O=C(Nc1ccc2nc3n(c(=O)c2c1)CCCCC3)c1ccccc1Cl
  -3	-1	9	-5	1	1	16	18	103	-3.0
O=C1NC[C@H](CC2CCCCC2)N(CC2CCCCC2)C1=O
  2	-4	-5	-5	-3	7	16	6	104	-2.9
CSCC[C@H](NC(=O)COc1ccc(Cl)cc1)C(=O)N1CCC2(CC1)NCCc1[nH]cnc12
  -3	-2	-9	11	-1	2	17	4	85	-3.4
CCOC(=O)c1c(NC(=O)CN2CCCCC2)sc(CN(C)C)c1-c1ccccc1
  8.1*	-2	-21	-4	-1	-14	8	16	98	-1.4
COC(=O)c1cccc(Cn2c(Cl)c(/C=N/NC(=O)c3ccco3)sc2=O)c1
  8	0	-2	-2	2	3	8	57*	104	-1.5
CCOc1ccc(CCNc2nc3ccccc3n3c(C)nnc23)cc1OCC
  -4	-2	13	-3	2	-4	19	0	97	-4.2
Cc1ccc2cccc(OCC(=O)Nc3cccc(S(=O)(=O)N4CCCC4)c3)c2n1
  9	-3	-24	-6	-2	2	7	9	/	-1.9
CCS(=O)(=O)c1nc(S(=O)(=O)c2ccc(C)cc2)c(NCCCN2CCOCC2)s1
  5	-2	8	14	1	-1	14	-21	100	-2.7
CC(C)CCc1c(O)nc(SCC(=O)N2CCCCCC2)[nH]c1=O
  3	-2	-8	6	0	-5	5	3	99	-0.8
COc1ccccc1-c1nc(N)n[nH]1
  1	-2	15	-8	-2	-6	6	-37	102	-1.3
CCCc1nc2ccccc2c(C(=O)OCC(=O)Nc2c(C)n(C)n(-c3ccccc3)c2=O)c1CC
  2	-2	-6	-13	1	-8	4	1	102	-0.8
Cc1ccc2nc(SCC(=O)Nc3cccc(S(N)(=O)=O)c3)[nH]c2c1
  -1	-2	12	-8	0	-6	13	-2	87	-2.5
O=c1c(O)c(-c2ccc(O)cc2)oc2cc(O)cc(O)c12
  2	1	-5	7	2	3	9	3	50	-1.7
N=C1C(c2nc3ccccc3s2)=C(O)CN1C1CCCCC1
  -1	0	3	-5	1	-6	-4	8	96	0.6

Continued.
Order of results – HTR5A ag ctr	V-ATPase pHluor	HTR5A inv ctr	PKA-R1A act	DAGLB inhibitor	PKA-R2B activ	MOR-DOR inv ag	Arr AP2 block	Pemphigus Ab inh	OPRM1-OPRD1 ag
Cc1ccc(NC(=O)c2ccc(CSc3nccc(C)n3)cc2)cc1
  -6	3	11	-11	-4	-11	-4	-5	98	0.6
COc1ccc2c(c1)cc1c(=O)n(CC(=O)NC(C)CCc3ccccc3)nc(C)n12 (stereo not drawn)
  1	2	-18	4	1	-4	1	-3	98	-0.2
COC(=O)CSc1nc2c(c(=O)n(C)c(=O)n2C)n1CCC(C)C
  2	-7	-3	-2	-1	2	12	15	104	-2.2
COc1ccc(NCC(=O)N/N=C/C2CCCCC2)cc1
  7	-4	-19	-13	2	-3	5	14	98	-1.1
CC(C)n1c(SCC(N)=O)nc2c1c(=O)n(C)c(=O)n2C
  -3	2	4	0	0	-6	16	32	100	-2.8
COCCC1CCCCN1C(=O)c1ccc(OC2CCN(C(C)=O)CC2)c(OC)c1 (stereo not drawn)
  6	-2	-22	-4	-6	-3	7	22	/	-1.3
O=C1N[C@@H](Cc2c[nH]c3ccccc23)COC(=O)[C@@H](Cc2ccc(F)cc2)CC/C=C/C[C@@H]1CC(=O)N(CCO)Cc1ccccc1
  -3	-1	12	-8	2	-5	6	-6	98	-1.3
COc1ccc(C(C)=O)c2c(O)cccc12
  2	-3	-8	-6	-2	2	-13	10	98	2.4
CCCCOC(=O)C1=C(C)Nc2ncnn2C1c1cccc(OC)c1 (stereo not drawn)
  1	1	-2	0	-2	4	3	4	98	-0.7
Cc1cc(OC(C)C)nc(-c2ccccc2O)n1
  -1	1	-7	-12	-4	0	-15	-7	96	3.1
Cc1ccc(C(=O)N/N=C\c2ccc([N+](=O)[O-])s2)cn1
  0	-2	4	-5	2	2	-4	0	106	0.8
Cc1ccccc1NC(=O)C1CCN(S(=O)(=O)c2cccc3nonc23)CC1
  1	2	-9	-4	0	4	7	-3	/	-1.0
CN1C(=C2C(=O)OC(C)(C)OC2=O)Sc2ccccc21
  1	0	2	9	-2	9	12	7	96	-2.0
COC(=O)CC1C(=O)NCCN1C(=O)Nc1ccccc1 (stereo not drawn)
  -3	-3	-5	1	-3	-3	-6	-1	100	1.0
COc1ccc(CNC(=O)c2c(O)c3ccccc3n(C)c2=O)cc1OC
  -7	-3	17	-6	-4	2	0	-2	98	-0.1
COC(=O)c1cc(NC(=O)Cc2cc(OC)c(OC)c(OC)c2)cc(C(=O)OC)c1
  4	-1	-11	-12	-3	-9	-2	11	100	0.3
O=C(NC12CC3CC(CC(C3)C1)C2)N1CCN(C(=O)C2CCCO2)CC1 (stereo not drawn)
  -2	-2	6	2	3	-7	11	-43	99	-1.9
O=C(C(=C1NCCN1)n1cncn1)c1ccccc1
  -1	-1	13	-1	-2	6	13	4	116	-2.4
COc1ccc2ccccc2c1/C=N/N1C(=O)CSC1=S
  4	3	-10	-9	-3	4	-13	13	/	2.9
COCCN1C=C(C(=O)OC)C(c2cc(Br)c(OC)c(OC)c2)C(C(=O)OC)=C1
  7	-2	-18	0	-6	-6	10	-3	/	-1.8

(cont.)
Order of results – HTR5A ag ctr	V-ATPase pHluor	HTR5A inv ctr	PKA-R1A act	DAGLB inhibitor	PKA-R2B activ	MOR-DOR inv ag	Arr AP2 block	Pemphigus Ab inh	OPRM1-OPRD1 ag
CC(C)OCCCN(C)C1CCN(S(=O)(=O)c2csc(C(N)=O)c2)CC1
  -1	2	7	-1	0	1	6	-10	99	-1.0
C#CCN(C[C@@H]1[C@@H](OC(=O)NCc2ccccc2F)[C@@H](OC(=O)NCc2ccccc2F)Cn2c(=O)ccc(=O)n21)S(=O)(=O)c1ccc(C)cc1
  /	-1	/	-11	12	-11	/	/	/	/
O=C(CNC(=O)Cn1cnc2sc3c(c2c1=O)CCCC3)NCc1ccccn1
  7	2	-19	-3	2	-4	-8	8	106	1.3
CCN1C(=NCCCOC(C)C)N[C@@H](CCc2ccccc2)[C@H](C(=O)NCCCOC(C)C)[C@H]1C
  5	-1	7	7	-2	4	6	-6	111	-1.1
CCNNC(=O)C(O)(Cc1ccccc1)Cc1ccccc1
  0	2	-2	-1	0	1	8	4	100	-1.8
O=C(CCC(=O)NC1CCCCC1)Nc1cccnc1
  1	0	-2	2	-3	-5	10	-8	93	-2.1
CCOC(=O)CS(=O)(=O)c1nc(-c2ccccc2)cc(C(F)(F)F)n1
  -8	1	20	-4	-8	-9	17	7	/	-3.5
CCN1C(=O)[C@@H]2[C@@H](c3ccc(-c4ccc5c(c4)OCO5)c(OC)c3)N3CCC[C@@]3(C(=O)OC)[C@@H]2C1=O
  2	0	-3	-2	-1	1	8	-12	101	-1.5
O=C(NC(=S)Nc1ccc(Cc2ccncc2)cc1)c1ccccc1
  2	4	-8	-7	-2	-3	6	35	100	-1.2
CCOc1ncccc1C(=O)Nc1ccc2c(c1)OCCCO2
  2	-2	0	-15	-6	-7	-9	-4	94	1.4
CCn1c(CNC(=O)c2ccco2)nnc1SCC(=O)Nc1cc(F)ccc1C
  2	-2	-4	3	-1	4	10	4	104	-2.0
CN(C)S(=O)(=O)c1ccc(NC(=O)CN2CCOCC2)cc1
  0	-3	28	-7	-2	-13	15	-4	94	-2.9
CCOC(=O)C(C)Sc1ncc(OC)c(Sc2ccc(Cl)cc2)n1 (stereo not drawn)
  -4	-1	9	8	-12	-11	-12	12	104	2.3
Cc1ccc(S(=O)(=O)N(C)/N=C/c2ccc(N(C)C)cc2)cc1
  1	9	-2	1	-4	-6	7	-18	100	-1.6
CCC(C)NC(=O)CSc1nnc(-c2cc(OC)c(OC)c(OC)c2)c(-c2cc(OC)c(OC)c(OC)c2)n1 (stereo not drawn)
  0	-4	0	-7	1	2	12	13	102	-2.7
Cc1cc([N+](=O)[O-])nn1CC(=O)NNC(=S)Nc1ccc([N+](=O)[O-])cc1
  -4	-1	2	3	5	3	20	24	93	-3.6
CC(NS(=O)(=O)c1cccc(Cl)c1)C(=O)Nc1ccc(-c2nc3ccccc3s2)cc1 (stereo not drawn)
  2	10	-21	5	1	10	-26	8	/	6.1
O=C(Nc1nc(-c2ccc(F)c(F)c2)cs1)c1cnccn1
  6	-2	-34	-4	-3	-2	8	-2	92	-1.4
Cc1cc(C=O)c(C)n1-c1ccc(N2CCCC2)c([N+](=O)[O-])c1
  -1	1	4	-8	3	3	8	4	107	-1.5
CCn1c(C)c(C)c2cc(C(=O)NCCN3CCOCC3)ccc21
  -2	-3	-9	7	2	0	8	51	/	-1.6

Following part
Order of results – HTR5A ag ctr	V-ATPase pHluor	HTR5A inv ctr	PKA-R1A act	DAGLB inhibitor	PKA-R2B activ	MOR-DOR inv ag	Arr AP2 block	Pemphigus Ab inh	OPRM1-OPRD1 ag
C=CCn1c(SCc2ccccc2)nc(O)cc1=O
  7	-3	8	-11	3	6	18	-7	106	-4.2
Cc1sc2ncn(CC(=O)N3CCN(c4ccccc4F)CC3)c(=O)c2c1S(=O)(=O)N1CCOCC1
  4	-1	-11	3	0	-14	-3	13	112	0.3
Cc1snc(S(=O)(=O)/C(C#N)=N\Nc2ccccc2)c1C#N
  5	-4	-13	-9	1	-8	12	5	105	-2.3
COCCCNC(=O)CS(=O)Cc1nc(-c2cccc(OC)c2)oc1C (stereo not drawn)
  3	3	-8	-10	2	-12	6	-11	/	-1.2
Cc1cccc(C(=O)O/N=C2\CCS(=O)(=O)c3sccc32)c1
  2	-4	-6	7	1	-1	16	-3	108	-3.1
CC(=O)N1CCSc2ccc(S(=O)(=O)NCc3ccc(F)cc3)cc21
  3	-1	7	-6	-1	1	-9	-10	/	1.7
CCc1ccc(NC(=O)CSCCO)cc1
  3	4	-17	-7	-2	7	11	0	119	-2.1
O=C(CSc1nc(=O)n2cc(Cl)ccc2n1)Nc1cccc2ccccc12
  -7	3	6	1	-1	-1	-8	-1	105	1.2
